Source: PubChem BioAssay (NCI)
yeast mlh1 rad18: NCI yeast anticancer drug screen, S. cerevisiae mlh1 rad18 strain; growth inhibition, % at 50 µM; actives 11% (n = 79,000); AID 175;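 also: 0% = growth of vehicle-only cultures of the same strain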
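Cells of a genetically altered yeast strain, deficient in DNA damage repair, were treated with compound. Their growth was then compared with that of vehicle-treated cultures to give inhibition.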
bub3: NCI yeast anticancer drug screen, S. cerevisiae bub3 mutant strain; actives 9.9% (n = 78,000); AID 167; % growth inhibition at 50 µM;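 also: 0% = growth of vehicle-only cultures of the same strain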
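Screening used yeast with an engineered genetic alteration affecting cell cycle control. Compound-exposed cultures were compared with vehicle cultures, and reduced growth was taken as inhibition.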
mec2-1: NCI yeast anticancer drug screen, S. cerevisiae mec2-1 strain | growth inhibition, % at 50 µM | actives 9% (n = 79,000);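 also: 0% = growth of vehicle-only cultures of the same strain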
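Using mec2-1 yeast: add compound, measure growth, express inhibition versus vehicle-treated cultures.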
yeast cln2 rad14: NCI yeast anticancer drug screen, S. cerevisiae cln2 rad14 strain; % growth inhibition at 50 µM; actives 8.3% (n = 78,000); AID 165;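 also: 0% = growth of vehicle-only cultures of the same strain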
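Relative to vehicle controls, growth inhibition of compound-treated cln2 rad14 yeast was recorded.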
sgs1 mgt1: NCI yeast anticancer drug screen, S. cerevisiae sgs1 mgt1 strain | % growth inhibition at 50 µM | actives 10% (n = 78,000) | AID 161;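 also: 0% = growth of vehicle-only cultures of the same strain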
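Compounds are added to genetically altered yeast, and growth is compared with cultures given vehicle alone to give percent inhibition.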
rad50: NCI yeast anticancer drug screen, S. cerevisiae rad50 strain. growth inhibition, % at 50 µM. actives 10% (n = 79,000). AID 155;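 also: 0% = growth of vehicle-only cultures of the same strain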
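Inhibition values express reduced yeast growth in compound-treated cultures relative to vehicle-treated controls.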
Starred values were filed as active, the others as inactive; / = no result given. Rule as the data show it: active = growth inhibition above about 70%; inactive = the rest.

SMILES | yeast mlh1 rad18 | bub3 | mec2-1 | yeast cln2 rad14 | sgs1 mgt1 | rad50
CCC(C(O)c1ccccc1)[N+](=O)[O-] (stereo not given) | 10.3 | -11.1 | 31.3 | -8.8 | 9.5 | 54.8
CCN(CC)c1ccccc1C | -0.2 | 2.2 | 9.9 | -5.0 | -5.2 | 21.1
N#Cc1cnsc1 | -26.8 | 12.4 | 2.6 | 3.5 | 4.8 | -4.2
CC1=CCC(C(C)(C)NC(=O)c2ccccc2)C/C1=N/O (stereo not given) | -66.5 | -43.7 | -43.0 | -49.2 | -60.3 | -56.7
CCCC(=O)CC(=O)CC(C)C | 22.1 | -0.3 | 5.0 | 34.0 | -17.4 | -9.3
CCCCCCCCn1c(N)c(C#N)cnc1=S | 1.2 | 12.0 | 9.7 | -20.2 | -3.5 | -27.9
O=C(c1ccccc1)N(C(=S)N(C(=O)c1ccccc1)c1ccccc1)c1ccccc1 | 99.1* | 99.0* | 99.7* | 98.8* | 99.2* | 99.0*
CCCNC1CC(n2cc(C)c(=O)[nH]c2=O)OC1CO (stereo not given) | -26.8 | -31.8 | -7.8 | -14.7 | -25.3 | -11.4
O=[N+]([O-])c1ccc[nH]1 | 2.0 | 3.0 | -9.9 | 15.3 | -4.2 | -6.2
Cc1ccccc1C(=O)Oc1ccc(Oc2ccccc2)cc1 | 17.8 | 8.2 | 4.5 | 7.8 | 10.9 | 6.0
CC/C(=N\NC(=S)SC)c1ccccn1 | 87.0* | 86.2* | -5.4 | 88.7* | 88.9* | -13.7
CC1=C(c2ccc(C)cc2)NC(=S)C(C)C(c2ccc(C)cc2)=N1 (stereo not given) | 19.8 | 0.9 | -24.6 | 8.2 | 15.3 | -11.2
CCSC(Sc1ccccc1)C(SCC)C(OC(=O)c1ccccc1)C(OC(=O)c1ccccc1)C(COC(=O)c1ccccc1)OC(=O)c1ccccc1 (stereo not given) | 14.0 | -4.7 | 2.5 | -2.2 | -6.3 | 6.0
Cc1nc(N)c2c(n1)C(Cc1ccccc1)N(C(=O)c1ccccc1)C2 (stereo not given) | -17.4 | 6.5 | -4.3 | -24.4 | -24.1 | -5.6
O=[N+]([O-])C1C(c2ccccc2)CC=CC1N1CCCC1 (stereo not given) | 98.2* | 97.3* | 98.0* | 93.9* | 98.0* | 98.5*
CCOC(=O)C1(C(=O)OCC)C2C=CC(C2)C1C(=O)OC (stereo not given) | 8.3 | 8.4 | -2.4 | -60.3 | 15.8 | -0.7
Cc1cc(C)c(C(CC(=O)O)C(CC(=O)O)c2c(C)cc(C)cc2C)c(C)c1 (stereo not given) | 32.4 | -6.8 | 1.5 | -21.4 | -16.6 | -0.2
Cc1cc(CSC(=N)N)c(CSC(=N)N)cc1C | 2.0 | 4.7 | -3.9 | -4.2 | -2.5 | 9.8
CO/C(=N\N=C\c1ccc(Cl)c(Cl)c1)c1ccncc1 | 16.6 | 3.5 | 38.0 | 36.5 | 55.3 | 52.1
COc1cc2c[n+]3c4c(cccc4c2cc1OC)CC3 | -13.7 | 3.2 | 0.6 | -2.7 | 1.1 | 5.8
CCN(CC)Cc1cc(C)c(O)c(N=Nc2cc(OC)c(N=Nc3ccc([N+](=O)[O-])cc3)cc2OC)c1C | 50.1 | 4.7 | 12.4 | 34.1 | 34.1 | 16.0
CSc1nc2cc(S(=O)(=O)C(F)F)ccc2s1 | 49.1 | / | 5.6 | / | / | 15.7
S=C1CCCCCN1 | 30.8 | 30.4 | 17.8 | 9.9 | 42.6 | 47.6
O=C(Nc1ccc2ncccc2c1)Nc1ccc2ncccc2c1 | 21.4 | -10.4 | -12.8 | -4.8 | 4.2 | 12.9
Nc1nc(=O)n(C2CCC(CO)O2)cc1F (stereo not given) | 5.0 | 10.5 | 18.1 | -2.6 | 16.2 | 34.7

Pulled one by one from above (5):
SMILES | yeast mlh1 rad18 | bub3 | mec2-1 | yeast cln2 rad14 | sgs1 mgt1 | rad50
Nc1nc(=O)n(C2CCC(CO)O2)cc1F (stereo not given) | 5.0 | 10.5 | 18.1 | -2.6 | 16.2 | 34.7
CO/C(=N\N=C\c1ccc(Cl)c(Cl)c1)c1ccncc1 | 16.6 | 3.5 | 38.0 | 36.5 | 55.3 | 52.1
CC1=C(c2ccc(C)cc2)NC(=S)C(C)C(c2ccc(C)cc2)=N1 (stereo not given) | 19.8 | 0.9 | -24.6 | 8.2 | 15.3 | -11.2
CCCNC1CC(n2cc(C)c(=O)[nH]c2=O)OC1CO (stereo not given) | -26.8 | -31.8 | -7.8 | -14.7 | -25.3 | -11.4
CC/C(=N\NC(=S)SC)c1ccccn1 | 87.0* | 86.2* | -5.4 | 88.7* | 88.9* | -13.7

Later entries
SMILES | yeast mlh1 rad18 | bub3 | mec2-1 | yeast cln2 rad14 | sgs1 mgt1 | rad50
Cc1c[n+]2c(C)cccc2n1C | 3.6 | -8.1 | 27.9 | -26.2 | 27.1 | 10.9
O=C1c2ccccc2C(=O)C2C3c4ccccc4C(c4ccccc43)C12 (stereo not given) | -57.5 | -54.7 | -61.0 | -9.2 | -53.8 | -60.4
COc1cc2c3c(c1OC)-c1cc4c(cc1CC3(C#N)N(C(=O)c1ccccc1)CC2)OCO4 (stereo not given) | 26.1 | 15.1 | 8.1 | -5.3 | -29.2 | 3.5
CCCCCCCCCCCCCCCCCC | -2.1 | 0.2 | -6.9 | 6.7 | -16.2 | -9.7
O=C(C[n+]1cc(Br)cc2ccccc21)c1ccc(F)cc1 | 30.2 | 4.7 | 19.9 | 39.4 | 37.3 | 24.8
CCCOC(=O)C(O)c1ccc(C)cc1 (stereo not given) | -14.7 | 5.7 | -11.8 | -3.8 | 12.9 | -1.5
O=C1CCSC(=S)N1c1ccc(F)cc1 | 6.2 | -22.9 | -1.4 | -32.5 | 2.2 | 7.2
Nc1cc(F)cc2c1-c1ccc(F)cc1C2 | 87.7* | 78.5* | 74.6* | 78.5* | 77.0* | 87.0*
O=C1C[C@@]23CCC4(CC2=CCC[C@H]3O1)OCCO4 | -12.3 | 17.5 | -19.6 | 14.7 | 3.2 | -16.9
CCCCNC(=O)/C=C\C(=O)O | 1.4 | -8.5 | -10.3 | 2.8 | -1.6 | 6.0
COc1c(Cl)cc(C(c2cc(Cl)c(OC)c(Cl)c2)C(Cl)(Cl)Cl)cc1Cl | 10.4 | -4.0 | -16.4 | -23.7 | -13.0 | -11.7
CCN(CC)CCN1C=CC(=C2C(=O)c3ccccc3C2=O)C=C1 | -5.4 | 3.1 | -3.5 | -27.4 | -9.1 | -7.1
C=Cc1c(C)c(C)c(C=C)c(C)c1C | -17.3 | -10.2 | 6.7 | 4.8 | -8.2 | -3.9
c1ccc(C(NC2=NCCO2)C2CC2)cc1 (stereo not given) | -54.9 | -9.6 | -18.4 | 23.3 | -9.1 | -12.8
O=C(O)Cc1c[nH]c2ccc(F)cc12 | -14.8 | -19.9 | -8.1 | 3.2 | -35.9 | 2.2
CCN(CC)C(=O)COc1ccc(Cl)cc1C | 5.5 | 6.5 | -2.0 | 19.8 | 3.3 | -12.6
CCCCCC/C=N/Nc1ccc([N+](=O)[O-])cc1[N+](=O)[O-] | -4.9 | -7.0 | -18.9 | -48.2 | -11.2 | 1.6
COc1ccc(/C=C/C(CC(NO)c2ccc(OC)cc2)=N\O)cc1 (stereo not given) | 3.8 | -8.7 | -4.2 | -38.0 | 3.0 | 0.1
COc1cc(CNC(=O)CCCCCCCC/C=C/Br)ccc1O | 87.5* | 87.6* | 85.8* | 85.0* | 90.5* | 84.7*
O=C1/C(=N/N=C(c2ccccc2)c2ccccc2)c2ccccc2-c2ccccc21 | 72.3* | 8.5 | 0.5 | 0.1 | -2.6 | 60.9
O=C(Cl)N(C1CCCCC1)C1CCCCC1 | -12.9 | 2.4 | -8.8 | -10.9 | -1.5 | -19.0
N#C/C(=C\C=C\c1ccccc1)c1nc(-c2ccc(Cl)cc2)cs1 | -22.6 | -2.0 | -30.4 | 7.0 | -1.4 | -9.3
O=C1C(c2ccccc2)=C(c2ccccc2)C1(Cl)Cl | 88.4* | 17.9 | -6.1 | 37.6 | 44.3 | -6.0
CCN(C(C)=O)c1ccc2c(c1)Cc1ccccc1-2 | 96.8* | 97.4* | 95.2* | 94.8* | 96.8* | 97.2*
Nc1nc(N)c2nc3c(nc2n1)C(=O)N(c1ccc(C(=O)O)cc1)C3 | 23.2 | 32.1 | 34.9 | -2.8 | 27.9 | 1.6

Rewritten in markdown: part of the list above.
| Molecule | yeast mlh1 rad18 | bub3 | mec2-1 | yeast cln2 rad14 | sgs1 mgt1 | rad50 |
| --- | --- | --- | --- | --- | --- | --- |
| CCCOC(=O)C(O)c1ccc(C)cc1 (stereo not given) | -14.7 | 5.7 | -11.8 | -3.8 | 12.9 | -1.5 |
| O=C1CCSC(=S)N1c1ccc(F)cc1 | 6.2 | -22.9 | -1.4 | -32.5 | 2.2 | 7.2 |
| Nc1cc(F)cc2c1-c1ccc(F)cc1C2 | 87.7* | 78.5* | 74.6* | 78.5* | 77.0* | 87.0* |
| O=C1C[C@@]23CCC4(CC2=CCC[C@H]3O1)OCCO4 | -12.3 | 17.5 | -19.6 | 14.7 | 3.2 | -16.9 |
| CCCCNC(=O)/C=C\C(=O)O | 1.4 | -8.5 | -10.3 | 2.8 | -1.6 | 6.0 |

Going on with the list.
SMILES | yeast mlh1 rad18 | bub3 | mec2-1 | yeast cln2 rad14 | sgs1 mgt1 | rad50
CC(C)(C)C1=CC(=C(c2ccc(-c3c4nc(c(-c5ccc(C(=C6C=C(C(C)(C)C)C(=O)C(C(C)(C)C)=C6)c6cc(C(C)(C)C)c(O)c(C(C)(C)C)c6)cc5)c5ccc([nH]5)c(-c5ccc(C(=C6C=C(C(C)(C)C)C(=O)C(C(C)(C)C)=C6)c6cc(C(C)(C)C)c(O)c(C(C)(C)C)c6)cc5)c5nc(c(-c6ccc(C(=C7C=C(C(C)(C)C)C(=O)C(C(C)(C)C)=C7)c7cc(C(C)(C)C)c(O)c(C(C)(C)C)c7)cc6)c6ccc3[nH]6)C=C5)C=C4)cc2)c2cc(C(C)(C)C)c(O)c(C(C)(C)C)c2)C=C(C(C)(C)C)C1=O | 14.4 | -3.9 | 2.6 | -38.6 | -1.8 | 4.7
C=C1C(=O)O[C@H]2/C=C(/C)C3=CC(=O)[C@@](C)(C[C@@H](OC(=O)/C(C)=C\C)C12)O3 (stereo not given in full) | 75.8* | 77.9* | 80.8* | 64.8 | 81.2* | 73.5*
COc1cccc(C)c1[N+](=O)[O-] | 4.5 | 0.8 | 11.1 | -10.4 | -8.6 | 8.1
CCC1(C#N)OC1C (stereo not given) | 27.4 | 5.2 | -24.1 | 10.8 | 23.1 | 26.9
O=C(N/N=C\c1ccc2c(c1)CCC2)c1cccc2ccccc12 | -2.9 | 10.2 | 1.4 | -6.1 | -11.9 | -5.9
Cc1cc(Nc2ccc(O)cc2)nc(Nc2ccc(O)cc2)n1 | -2.3 | 10.9 | -18.4 | -34.0 | -35.3 | -8.2
CC(=O)c1ccc(N=C2C=CC(=O)O2)cc1 | 7.7 | -4.7 | -14.9 | -21.5 | -11.1 | 6.8
COC(=O)c1c[nH]c(=O)[nH]c1=O | -1.0 | -9.7 | 21.6 | -10.7 | 9.8 | 12.7
C=C(C)CCCC(C)C(O)C=O (stereo not given) | -12.7 | -5.3 | 1.1 | 1.8 | 1.6 | -8.8
CC(C)(CCC(=O)O)C(=O)O | -2.9 | -32.9 | -34.1 | 5.0 | -30.5 | -4.2
COc1ccc(C(Cl)(c2ccccc2)c2ccc(OC)cc2)cc1 | -3.5 | -15.4 | -7.5 | -27.1 | 7.2 | 13.7
C[N+]1(C)C/C(=C\c2ccccc2)C(=O)/C(=C/c2ccccc2)C1 | 40.7 | 6.9 | -2.6 | -13.7 | 9.8 | 9.2
CCOCCOC(=O)C(C)OC(=O)/C(=C/C(=O)O)CCOCC (stereo not given) | 8.8 | -1.6 | -18.4 | -0.2 | -9.8 | -1.0
C1CCN(c2nc(=[N+]3CCCCC3)ss2)CC1 | -19.6 | -63.0 | 0.1 | 8.9 | -14.8 | 6.5
O=C(NCc1ccc(Cl)cc1)NC1CCCCC1 | 46.0 | 20.9 | 36.9 | 2.7 | 35.5 | 5.8
NS(=O)(=O)c1ccc2cc(S(N)(=O)=O)ccc2c1 | 25.8 | 23.1 | 13.5 | 15.5 | 22.4 | 19.1
CCCCCCCCCSc1nc2ccccc2s1 | -10.1 | 14.5 | 6.2 | 5.5 | 18.2 | 12.8
O=c1ccc2ccc(O)cc2o1 | -11.8 | -4.7 | -6.7 | 2.0 | 0.9 | -1.4
COC1=CC(=O)N(C)C(O)C1(C#N)OC1OC(CO)C(O)C(O)C1O (stereo not given) | -40.9 | -17.9 | -12.8 | 18.6 | -7.5 | 5.2
CCCCOC(=O)c1cnc[nH]c1=O | 8.7 | 3.5 | -2.6 | 10.4 | 8.2 | 0.5
O=S(=O)(NO)c1ccc(Cl)cc1 | 3.2 | 6.7 | 7.8 | 23.8 | 8.3 | 12.5
